# MCL1-BIM inh: inhibitors of human MCL1 binding to BIM-BH3 peptide; 320,000 compounds, 0.68% hits; AID 2057; GST-MCL1 / FITC-Bim-BH3 fluorescence polarization; inhibition, % at 10.9 µM; Q07820;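 active = inhibition above the mean inhibition of all tested compounds plus 3 SD, set per campaign, cut at about 40% in these data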;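 also: 0% = DMSO wells and 100% = unlabeled Bim-BH3 peptide control; higher means more loss of mP so more displacement of Bim peptide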
# PME-1 primary: PME-1 (human) inhibition. inhibition, % at 5.9 µM. 320,000 compounds, 0.53% hits. Q9Y570. recombinant PME-1, FP-Rh probe fluorescence polarization. AID 2130;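 active = inhibition above the campaign mean of all compounds plus 3 SD, cut at about 26% in these data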;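 also: competitive labeling of PME-1 active site by serine hydrolase directed probe; 0% = PME-1 with DMSO and 100% = wells lacking PME-1 enzyme; inhibitors block probe labeling so polarization falls and inhibition rises; many of its hits are not listed in these tables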
# Target sequence (Q9Y570 whole entry, looked up): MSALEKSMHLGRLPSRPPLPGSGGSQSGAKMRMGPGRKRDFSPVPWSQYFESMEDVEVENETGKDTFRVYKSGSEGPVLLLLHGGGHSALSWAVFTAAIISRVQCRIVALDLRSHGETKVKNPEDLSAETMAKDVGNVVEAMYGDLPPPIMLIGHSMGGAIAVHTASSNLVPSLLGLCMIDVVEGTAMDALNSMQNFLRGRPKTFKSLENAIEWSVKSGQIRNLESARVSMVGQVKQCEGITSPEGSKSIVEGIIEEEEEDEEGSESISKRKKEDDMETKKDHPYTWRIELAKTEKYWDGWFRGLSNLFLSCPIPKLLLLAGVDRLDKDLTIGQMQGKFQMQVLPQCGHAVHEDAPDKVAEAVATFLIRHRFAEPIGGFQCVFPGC
# Fam108B inh: counter-screen for RBBP9 inhibitors: inhibitors of mouse Fam108B; recombinant Fam108B, FP-Rh probe fluorescence polarization; inhibition, % at 9.51 µM; AID 1947; 300,000 compounds, 0.33% hits;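 active = inhibition above the screen mean inhibition plus 3 SD, computed separately per campaign, cut at about 18% in these data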;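 also: inhibitors lower polarization as less probe binds the enzyme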
# TPT1 inh: blocks Candida albicans tRNA 2'-phosphotransferase. recombinant caTPT1, FP RNA substrate dephosphorylation. 300,000 compounds, 0.81% hits. inhibition, % at 5 µM;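 active = inhibition above the mean of all tested compounds plus 3 SD, set per screening campaign, cut at about 24% in these data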;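 also: plate controls were DMSO alone for no effect and ferristatin control at 100 nM for full effect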
# MEX-5 binding: C. elegans MEX-5 TCR-2 RNA binding activity; Q9XUB2; MEX-5/FITC-TCR2 RNA binding, fluorescence polarization; hits give low values; activity score (negative = inhibition of binding), % at 10 µM; 300,000 compounds, 0.38% hits; AID 1832;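 active = inhibition past about -25% in most replicates, and total fluorescence under double the plate's negative control median, limit read from the data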;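 also: 0% = DMSO and -100% = 5 µM competing unlabeled TCR2 RNA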
# Target sequence (Q9XUB2 whole entry, looked up): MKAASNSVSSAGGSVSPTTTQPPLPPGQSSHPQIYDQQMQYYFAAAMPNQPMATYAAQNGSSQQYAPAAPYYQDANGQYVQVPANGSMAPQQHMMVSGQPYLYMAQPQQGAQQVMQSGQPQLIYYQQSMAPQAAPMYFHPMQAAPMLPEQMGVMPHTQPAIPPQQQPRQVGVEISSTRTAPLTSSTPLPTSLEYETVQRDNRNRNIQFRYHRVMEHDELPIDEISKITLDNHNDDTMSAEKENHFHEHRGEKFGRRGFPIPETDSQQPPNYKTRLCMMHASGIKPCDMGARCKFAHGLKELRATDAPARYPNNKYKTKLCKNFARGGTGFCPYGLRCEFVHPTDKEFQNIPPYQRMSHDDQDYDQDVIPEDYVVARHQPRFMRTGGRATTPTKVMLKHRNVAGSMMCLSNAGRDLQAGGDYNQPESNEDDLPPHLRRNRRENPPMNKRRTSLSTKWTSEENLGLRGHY
# GLD-1 RNA inh: GLD-1-TGE RNA interaction inhibition (C. elegans); Q17339; purified GLD-1 + fluorescein TGE RNA, fluorescence polarization; inhibition, % at 5.96 µM; 320,000 compounds, 0.44% hits;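 active = percent inhibition above a per-plate cutoff, the plate mean of test compounds plus 3 SD, cut at about 30% in these data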;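 also: 0% = DMSO wells with GLD-1 and probe and 100% = wells lacking GLD-1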
# BCLXL inh: Bcl-xL (human) inhibition; GST-Bcl-xL / FITC-Bim BH3 peptide fluorescence polarization; Q07817; AID 2129; inhibition, % at 10.9 µM; 320,000 compounds, 0.7% hits;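 active = inhibition above the mean of all tested compounds plus 3 SD, cutoff set per campaign, cut at about 30% in these data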;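 also: 0% = DMSO wells and 100% = unlabeled Bim-BH3 peptide competitor; inhibitors lower millipolarization by displacing the labeled peptide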
# GSTO1 counter: counter-screen for RBBP9 inhibitors: inhibitors of human GSTO1; 300,000 compounds, 1.1% hits; inhibition, % at 5.96 µM; P78417; recombinant GSTO1, activity-based probe fluorescence polarization;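 active = inhibition above the campaign mean inhibition plus 3 SD, cut at about 35% in these data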;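 also: 0% = GSTO1-1 with DMSO and 100% = wells lacking GSTO1-1 enzyme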
# PAD4 FP inh: blocks human protein arginine deiminase 4 | AID 485272 | 330,000 compounds, 0.41% hits | recombinant PAD4, RCA probe fluorescence polarization | inhibition, % at 6.36 µM;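 active = percent inhibition above a cutoff equal to the mean of all tested compounds plus 3 SD, cut at about 15% in these data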;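 also: 0% = PAD4 with RCA probe and DMSO and 100% = probe without PAD4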
# * hit, by the source's call; x = not tested or not shown. An excerpt (hit frequency here may not be typical).
SMILES,MCL1-BIM inh,PME-1 primary,Fam108B inh,TPT1 inh,MEX-5 binding,GLD-1 RNA inh,BCLXL inh,GSTO1 counter,PAD4 FP inh
O=C(CCc1nnc(-c2ccc3c(c2)OCO3)o1)NC(c1cccnc1)C(F)(F)F (stereo not drawn),2,-4,-1,-2,-1.5,9,2,1,-1
Cc1cc(C)c(NC(=O)C(=O)NCc2ccco2)c(C)c1,3,1,1,-1,-1.4,-4,1,-15,-4
COC(=O)COc1ccc2cccc(-n3cnnn3)c2c1,-5,-5,-1,4,-1.2,4,1,-4,-4
O=[N+]([O-])c1ccc(CNc2ccc(Cl)cc2)s1,17,-2,0,1,-0.7,4,2,17,-8
COC(=O)[C@]1(C)CCC[C@@]2(C)C3CC[C@@]4(C)C[C@]3(CCC21)CC4=NO (stereo partly drawn),7,3,x,x,x,7,3,x,-2
O=C(Cc1ccc(Cl)cc1)Nc1ccc(S(=O)(=O)N2CCOCC2)cc1,4,-5,1,-5,1.3,5,-3,1,-1
CCc1ccccc1NS(=O)(=O)c1ccc(OC)c2ncccc12,2,0,8,-4,-0.3,3,12,9,-1
O=C(Nc1ccc2ncccc2c1)c1ccccc1Cl,1,2,-1,3,1.2,4,-6,3,1
Brc1ccc2[nH]c3c(N4CCc5ccccc5C4)ncnc3c2c1,-3,18,2,5,2.0,3,-2,-2,-5
COc1ccc(CN2CCc3c([nH]c4ccccc34)C2)cc1Br,-4,-4,-6,8,0.7,-5,5,4,-4
COC(=O)c1ccc(NC(=O)Nc2ccc(OC)cc2)cc1,-5,29*,5,3,0.0,0,11,14,-1
Cc1cc(C(=O)N/N=C/c2ccc[nH]2)no1,4,3,-5,0,-0.2,-4,3,2,-5
CCN1C(=O)CC(Sc2ccccc2C(=O)O)C1=O (stereo not drawn),8,-3,6,0,-1.0,-5,6,19,3
N[C@@H](Cc1ccc(O)cc1)c1nnc([C@H](CO)NC(=O)C2CCNCC2)o1,6,3,1,0,-13,4,5,1,-5
O=C(NC(=S)NCc1ccccc1)c1cccc(Cl)c1,1,-6,-2,0,1.9,-4,2,4,3
Cc1nc(C#N)c(NCc2ccc3c(c2)OCO3)o1,3,-2,2,-3,-1.1,0,6,8,-5
CCOc1ccccc1N1CCN(C(=O)NCc2ccc(F)cc2)CC1,2,-8,2,-3,2.5,7,3,9,5
OCCC1CN(Cc2cccc(C(F)(F)F)c2)CCN1Cc1ccccc1 (stereo not drawn),9,-3,2,2,2.6,2,6,8,-3
CC(=O)NC(CSC(CC(=O)c1ccco1)c1ccc(C)cc1)C(=O)O (stereo not drawn),10,6,4,3,-0.2,-5,4,-14,-3
CC(C)(C)n1nnnc1C(c1cc2cc3c(cc2[nH]c1=O)OCO3)N1CCN(c2ccccc2)CC1 (stereo not drawn),-5,-3,2,-3,0.2,5,-1,8,-1
C/C(=C\CNc1ncnc2nc[nH]c12)CO,-2,3,1,-4,6.0,2,-1,-2,7
Cc1ccc2c(c1)c1c(n2CC(O)CN2CCOCC2)CCCC1 (stereo not drawn),14,-3,6,-3,-0.4,9,12,17,-6
O=C(CCCC(=O)N(CC(=O)NC1CCCC1)C1CCCC1)Nc1ccccn1,2,2,-3,4,-3.0,1,0,-2,-1
OCCNc1nc(Nc2ccc(O)cc2)nc2ccccc12,3,2,5,0,1.9,7,11,10,-3
CC(C)N1CC(C(=O)Nc2ccc(F)c(Cl)c2)CC1=O (stereo not drawn),4,1,-1,-1,2.7,-5,5,-5,0
CCOC(=O)c1c(C)n(C)c2ccc(OC(=O)c3ccco3)cc12,8,-8,-3,6,-0.8,1,6,17,2
CCCn1c(N2CCN(C(=O)NCc3ccccc3)CC2)nc2ccccc21,3,3,1,0,-1.6,8,6,-8,2
CC1CN(S(=O)(=O)c2ccc(C(=O)Nc3nc(-c4cc5ccccc5o4)cs3)cc2)CC(C)O1 (stereo not drawn),-5,-5,-7,2,0.3,5,-2,-1,-4
CCc1ccc(NC(=O)NCCN2CCc3ccccc3C2)cc1,2,-2,-3,0,x,4,1,5,0
O=C(N/N=C/c1cccnc1)c1cccc(F)c1,5,5,3,-2,0.7,12,3,10,-3
CCc1cccc(NC(=S)N(CCOC)C(C)c2ccco2)c1 (stereo not drawn),-7,-2,-2,0,-0.1,-2,-4,-10,-9
COc1ccc(C(=O)CN2C(=O)COc3ccccc32)cc1,5,1,7,-5,1.1,-4,3,9,2
COc1ccc(NCc2nnc(SCC(=O)Nc3cc(C)cc(C)c3)o2)cc1,11,7,4,-5,-1.2,-6,7,0,-8
COc1cc(-c2cc(OC)c3c(C)oc(C)c3c(=O)c2)ccc1O,9,7,2,5,-4.3,2,10,3,-8
Cc1ccc(C)c(NC(=O)C(=O)NCCc2c[nH]c3ccccc23)c1,-24,1,-6,-3,-0.1,8,-17,-6,-8
Cc1c2cnn(CC(=O)NC3CCCC3)c(=O)c2c(C)n1Cc1ccccc1,-3,-3,-1,-2,1.8,-6,0,2,-8
Cc1ccc[n+](/C(C(=S)NCc2ccco2)=C(/[O-])c2ccccc2Cl)c1,11,-1,1,3,1.3,9,6,5,2
CCOC(=O)N1CCN(S(=O)(=O)c2ccc(C(=O)N(CCN(C)C)c3nc4ccc(Cl)cc4s3)cc2)CC1,8,3,-1,-3,-3.3,-2,6,3,1
N#C/C(=N\Nc1cccc2ccccc12)c1nnc2n1CCCCC2,6,12,1,-2,-1.9,-3,8,1,-7
O=Cc1c(N2CCOCC2)nc2ccccn2c1=O,-7,-4,-3,-7,-0.1,-3,4,2,4
CCc1nc(C)cn1S(=O)(=O)c1ccc([N+](=O)[O-])cc1,5,2,4,3,-0.8,0,4,9,3
CC(CN1CCCCC1)OC(=O)c1ccc(Cl)cc1 (stereo not drawn),0,5,-3,-5,-0.1,-3,-1,7,0
COCCNC(=O)c1ccc(NS(C)(=O)=O)cc1,3,-6,-1,-2,-0.5,-2,2,3,6
CCn1c(=S)[nH]c2ccccc21,-16,1,-7,-4,-1.1,3,-38,2,8
CSc1nc(-c2ccc(Cl)cc2)nn1S(=O)(=O)c1ccccc1,5,16,-10,3,1.9,1,2,-2,-3
CCc1ccc(C2C3=C(CC(C)(C)CC3=O)OC3=C2C(=O)CC(C)(C)C3)cc1,1,-6,0,-4,-4.1,-2,-3,1,4
Cc1ccc(N2C(=O)c3ccc(C(=O)N4CCN(c5ccccc5F)CC4)cc3C2=O)cc1,-2,1,0,4,0.2,-2,-2,0,1
CCc1c(C)sc(NC(=S)Nc2nc(C)cc(C)n2)c1C(=O)OC,6,0,2,0,0.7,-4,6,11,1
CSCC[C@H](NC(=O)C1CCN(S(=O)(=O)c2ccccc2)CC1)C(=O)NC1CC1,-2,-2,2,-2,-0.2,-4,2,9,-5
O=C(NCc1ccco1)c1cc2nc(-c3ccc4c(c3)OCO4)cc(C(F)(F)F)n2n1,5,-2,1,-1,-3.7,-4,8,1,-6
# The listing continues.
SMILES,MCL1-BIM inh,PME-1 primary,Fam108B inh,TPT1 inh,MEX-5 binding,GLD-1 RNA inh,BCLXL inh,GSTO1 counter,PAD4 FP inh
C=C(Br)Cn1c(CC)nc2ccccc21,1,-7,-1,2,0.7,3,-2,4,1
O=C(CCC1CCCCC1)N1CCN(Cc2ccc3c(c2)OCO3)CC1,10,1,0,-2,1.5,8,4,-2,1
CSc1cccc(NC(=O)c2ccco2)c1,5,-1,4,-4,0.7,-5,4,1,-2
Cc1cnc(NC(=O)CSc2nnc(Cc3ccccc3)o2)s1,7,0,4,1,-1.6,6,1,13,7
N#Cc1c(-c2ccccc2)cc(-c2ccccc2)nc1SCc1nnc(-c2ccccc2)o1,5,-3,3,-3,-2.2,-2,6,2,5
Cn1c(=O)c2c(nc(CN3CCN(C(=O)c4ccco4)CC3)n2CC(N)=O)n(C)c1=O,7,-3,-1,0,-3.0,0,1,0,4
CCOc1ccc(NC(=O)C2CC3CCC2C3)cc1 (stereo not drawn),6,-1,-5,-2,-2.4,-3,2,-8,2
COc1cc2c3c(c1)c(N=NC(N)=S)c(O)n3C(C)(C)C=C2C,5,-6,0,-2,-1.6,8,4,10,3
CCCNC(=O)COC(=O)c1cccnc1Nc1ccccc1F,4,-3,0,1,0.4,9,0,4,-1
O=C(NC12CC3CC(CC(C3)C1)C2)C1CCCN1C(=O)Nc1ccccc1 (stereo not drawn),-1,-3,-4,1,0.2,-1,1,5,-6
COc1ccc(C2CC(=O)N(CC(=O)NCC3CCCO3)c3ccccc3S2)cc1 (stereo not drawn),3,8,-4,2,-0.6,5,6,6,-4
Cc1ccccc1CCN(C(=O)c1csnn1)C(C(=O)NC1CCCC1)c1ccco1 (stereo not drawn),8,-5,-4,0,1.5,0,6,-5,-1
CNc1ccc(/C=C/C(=O)c2ccc3c(c2)OCCO3)cc1[N+](=O)[O-],0,14,10,3,-0.4,2,2,8,3
CC(C)C[C@H](NC(=O)Nc1ccc2c(c1)OCCO2)C(=O)O,7,0,2,0,0.3,21,3,-3,-2
O=C(CC(C(=O)O)c1c(F)cccc1Cl)c1ccc(Cl)cc1 (stereo not drawn),9,-2,-7,1,-2.0,-2,7,1,-10
O=c1cc(CO)oc(C(Nc2ccccn2)c2ccccc2F)c1O (stereo not drawn),19,-5,1,0,0.8,8,-2,9,-1
CCc1ccccc1-n1nnnc1SCC(=O)Nc1ccc(N2CCN(C)CC2)cc1,8,14,-1,0,-0.9,1,5,2,-5
Cc1ccc(F)c(NC(=O)CCOc2ccccc2C)c1,-1,-7,-5,1,0.9,9,-2,1,2
COc1ccc(CCN(C)C(=O)C23CC4CC(CC(Cl)(C4)C2)C3)cc1OC,4,3,1,-2,1.2,3,2,3,0
CCOCCOC(=O)C(C)Oc1ccc(Oc2ncc(Cl)cc2Cl)cc1 (stereo not drawn),3,-1,5,-4,1.7,1,4,5,-3
COC(=O)N/N=C/c1cc(Cl)cc(Cl)c1OCc1ccc(F)cc1,-3,-5,-1,5,2.0,-1,-5,3,3
COc1cc2ncnc(N[C@H](C)c3ccccc3)c2cc1OC,0,-1,4,-2,1.1,-1,1,-4,-1
COc1ccc(C(=O)NCCc2nc3cc([N+](=O)[O-])ccc3n2C)cc1,5,0,0,-5,-0.3,7,8,5,1
Fc1ccc(CNC(=S)Nc2ccc(OC(F)F)cc2)cc1,19,7,-2,-6,-1.4,1,3,1,-1
O=C(CSc1nnc(-c2ccc3c(c2)OCCO3)o1)N1CCCC1,-8,0,-2,-6,-2.7,0,2,3,-2
CCCC(=O)Nc1sc2c(c1C#N)CCCCC2,-5,4,70*,-1,-1.7,3,6,5,2
CC(=O)Nc1ccc(NC(=S)NC(=O)c2oc3ccccc3c2C)cc1,6,-5,1,-1,-0.3,-1,3,0,2
O=C1CCN(CCc2ccccc2)CCN1CCSc1ccccc1,5,-1,-1,-2,4.0,-2,7,0,-1
COc1ccc(OC)c(NC(=O)C2C3CCC(C3=C(C)C)C2C(=O)O)c1 (stereo not drawn),9,2,3,-4,-1.2,14,10,7,-3

# High-throughput results from PubChem BioAssay.
